Bim-Bcl-XL = inhibitors of Bim-Bcl-XL interaction, human. 190,000 tested, 0.04% active. inhibition, % at 10 µM. Q07817. Bim peptide-Bcl-XL binding, bead flow cytometry, fluorescence
Target sequence (Q07817 whole entry, looked up): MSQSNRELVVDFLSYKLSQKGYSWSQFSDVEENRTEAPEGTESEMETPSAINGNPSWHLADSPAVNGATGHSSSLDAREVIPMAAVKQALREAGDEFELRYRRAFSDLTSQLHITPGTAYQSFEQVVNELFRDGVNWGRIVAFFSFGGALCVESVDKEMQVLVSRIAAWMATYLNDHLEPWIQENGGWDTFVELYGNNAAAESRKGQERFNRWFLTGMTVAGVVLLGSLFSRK
Rac1 mut GTP = alters GTP binding to activated mutant human Rac1; P63000; 190,000 tested, 0.11% active; GST-Rac1 activated beads, fluorescent GTP binding, flow cytometry; actives lie on both sides; 100% means binding = to untreated wells; AID 764; percent activity (GTP binding), % at 10 µM;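 active means GTP binding at least 20 percentage points away from the 100% baseline, in either direction, so actives lie on both sides; inconclusive means Compound likely fluorescent itself, or too few beads counted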
Bim-Bfl-1 = inhibitors of Bim-Bfl-1 interaction, human. Q16548. Bead-based flow cytometry, Bim-Bfl-1 binding inhibition. inhibition, % at 10 µM. 190,000 tested, 0.12% active. AID 1008;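 further: 0% = wells without compound plus tracer and 100% = blocker peptide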
Bcl-B Bim block = human Bim-Bcl-B interaction inhibition. 190,000 tested, 0.073% active. AID 951. bead-based flow cytometry, Bim peptide-Bcl-B binding. inhibition, % at 10 µM;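 further: 0% = tracer peptide without compound and 100% = reference inhibitor peptide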
Target sequence (Q9HD36 whole entry, looked up): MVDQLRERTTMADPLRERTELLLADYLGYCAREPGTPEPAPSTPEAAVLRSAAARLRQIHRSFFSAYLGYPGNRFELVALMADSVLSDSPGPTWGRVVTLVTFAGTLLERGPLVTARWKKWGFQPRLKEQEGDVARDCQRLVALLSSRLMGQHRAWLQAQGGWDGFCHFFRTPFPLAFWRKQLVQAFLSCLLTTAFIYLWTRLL
Bcl-2 Bim block = inhibitors of Bim-Bcl-2 interaction, human | P10415 | Bead-based flow cytometry, Bim peptide-Bcl-2 binding | inhibition, % at 10 µM | 190,000 tested, 0.06% active | AID 950; in the data active means inhibition above about 40%; inconclusive means no clear call, values can overlap the other calls;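 further: 0% = no compound wells with probe peptide and 100% = reference peptide inhibitor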
Target sequence (P10415 whole entry, looked up): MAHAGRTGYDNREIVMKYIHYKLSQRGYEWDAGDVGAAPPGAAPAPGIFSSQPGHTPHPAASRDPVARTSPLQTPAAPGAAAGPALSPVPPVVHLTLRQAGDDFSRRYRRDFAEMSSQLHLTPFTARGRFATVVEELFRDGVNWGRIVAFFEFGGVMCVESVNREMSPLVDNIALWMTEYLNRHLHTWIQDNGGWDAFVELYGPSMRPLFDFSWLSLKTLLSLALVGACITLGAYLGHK
Rab7 wt GTP bind = modulators of GTP binding to dog Rab7 wildtype GTPase; GST-Rab7 beads, fluorescent GTP binding, flow cytometry; actives lie on both sides; untreated = 100%, excess cold GTP = 0%; GTP binding activity (percent of control), % at 10 µM; 190,000 tested, 0.055% active; AID 758;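 active means fluorescent GTP binding to Rab7 beads changed by at least 20 points from the 100% baseline, either direction, mostly lower; inconclusive means compound itself probably fluorescent, or too few beads counted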;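 further: median green fluorescence of bound Bodipy-FL-GTP per Rab7 bead population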
Rac1 wt modul = alters GTP binding to wildtype human Rac1; P63000; GST-Rac1 beads, fluorescent GTP binding, flow cytometry; actives lie on both sides; 0 = cold GTP competed, 100 = untreated; GTP binding activity (% of control), % at 10 µM; 190,000 tested, 0.27% active; AID 757;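 active means GTP binding activity at least 20 points away from the 100% control level, either lower or higher; inconclusive means compound flagged as likely green fluorescent, judged across all proteins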
Rab2A wt mod = changes GTP binding to wildtype dog Rab2A, up or down | P61105 | 190,000 tested, 0.19% active | GTP binding activity, % at 10 µM | AID 760 | GST-Rab2 wt beads, Bodipy-GTP binding, flow cytometry;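 active means GTP binding activity at least 20 points away from 100%, either lowered or raised; inconclusive means signal likely due to the compound's own green fluorescence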;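 further: 0% = beads with excess unlabeled GTP and 100% = no-compound control corrected for plate trend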
Bim-Bcl-W = disrupts Bim peptide binding to human Bcl-W; Q92843; bead-based flow cytometry; inhibition, % at 10 µM; 190,000 tested, 0.02% active; AID 952;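 further: 0% = bound tracer without compound and 100% = peptide blocker; higher means less fluorescent Bim peptide bound to Bcl-W beads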
Target sequence (Q92843 whole entry, looked up): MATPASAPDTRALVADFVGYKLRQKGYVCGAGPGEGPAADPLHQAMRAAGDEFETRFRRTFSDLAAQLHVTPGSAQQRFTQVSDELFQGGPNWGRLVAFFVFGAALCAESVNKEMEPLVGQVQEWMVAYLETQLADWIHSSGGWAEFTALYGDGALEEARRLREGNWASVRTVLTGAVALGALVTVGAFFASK
Cdc42 wt GTP = changes GTP binding to wildtype human Cdc42; 190,000 tested, 0.2% active; GST-Cdc42 beads, Bodipy-GTP binding, flow cytometry; actives lie on both sides; percent activity (GTP binding), % at 10 µM;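 active means percent activity GTP binding at least 20 points away from the 100% baseline, either down as inhibitor or up as activator; inconclusive means compound flagged as likely green fluorescent from well-wide comparison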;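 further: median bead fluorescence of bound Bodipy-FL-GTP at 100 nM; 0% = excess unlabeled GTP control and 100% = no compound control; below 100% means less GTP binding so inhibitor and above means activator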
Target sequence (P60953 whole entry, looked up): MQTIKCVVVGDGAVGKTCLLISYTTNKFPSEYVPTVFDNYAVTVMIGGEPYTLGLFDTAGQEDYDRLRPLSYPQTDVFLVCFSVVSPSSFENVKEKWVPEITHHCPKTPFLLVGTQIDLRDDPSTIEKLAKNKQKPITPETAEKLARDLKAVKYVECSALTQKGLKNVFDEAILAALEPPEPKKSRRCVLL
HRas wt GTP = modulators of GTP binding to human HRas wildtype; P01112; GST-Ras wt beads, Bodipy-FL-GTP binding, flow cytometry; actives lie on both sides; GTP binding activity, % at 10 µM; 190,000 tested, 0.14% active;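 active means GTP binding activity at least 20% away from the 100% baseline, either lowered as inhibitor or raised as activator; inconclusive means flagged as likely green fluorescent, judged across all proteins in the well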;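 further: 0% = unlabeled GTP competition control and 100% = no-compound control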
The depositor's hits bear a star; u = inconclusive. Unless noted, no stated cut-off is given here; in the data, active means inhibition above about 40%.

Bim-Bcl-XL,Rac1 mut GTP,Bim-Bfl-1,Bcl-B Bim block,Bcl-2 Bim block,Rab7 wt GTP bind,Rac1 wt modul,Rab2A wt mod,Bim-Bcl-W,Cdc42 wt GTP,HRas wt GTP,Structure
-3,87,-1,1,-2,88,81,88,0,82,87,Cc1[nH]n2c(=O)c(C#N)c(-c3ccccc3)nc2c1-c1ccccc1
-4,101,-9,-7,-14,106,104,105,0,103,102,CCOc1ccc(C(=O)CCc2nc3ccccc3s2)cc1
-1,101,-4,-2,-5,98,104,104,-2,104,103,COC(=O)C(/C=N/OCc1ccc([N+](=O)[O-])cc1)NC(=O)c1cccc(Cl)c1 (stereo not given)
-13,101,-1,-33,-10,101,101,100,-7,101,99,Cc1cc(=S)cc(C)n1CCCn1ccnc1
1,96,-3,-1,0,104,99,101,1,100,101,CC(NC(=O)CCn1nc(-c2ccc(Cl)cc2)ccc1=O)c1ccccc1 (stereo not given)
-1,97,-6,-2,1,101,105,98,0,96,100,Cc1cc(C)c(NC(=O)C[N+](C)(C)CC(O)COc2cccc3ccccc23)c(C)c1 (stereo not given)
1,94,-3,-3,1,94,98,95,-1,96,95,Cc1ccccc1NC(=O)Cc1nnc(SCC(=O)Nc2ccccc2)n1C
0,92,7,2,0,98,89,93,-1,89,92,CN1C[C@@H]2C[C@@H](c3cccn3-c3nccs3)N3CCC[C@@]23C1=O
-1,96,-6,-5,-3,100,101,98,-2,100,98,O=C(NCc1ccccc1)C1c2ccccc2Oc2ccccc21
-2,101,-1,-1,-3,106,103,107,-4,104,105,COc1ccc(S(=O)(=O)NCCC(C)C)cc1OC
-1,99,0,0,0,101,102,100,0,102,101,c1ccc2c(c1)OCCOCCOCCOCCOCCOc1ccccc1OCCOCCOCCO2
-1,96,1,-1,0,97,100,99,-3,101,100,Cc1onc(-c2ccccc2Cl)c1C(=O)Nc1nc2c(s1)CCCC2
4,96,-7,-6,-8,97,95,96,-1,98,95,CN(Cc1c(F)cccc1Cl)c1ccc(S(=O)(=O)N2CCOCC2)cn1
-1,95,-3,3,-1,101,93,93,0,90,94,O=S(=O)(Nc1cccc(-c2ccc3nncn3n2)c1)c1cccs1
-2,96,-5,-4,-3,101,96,99,-4,98,99,O=C(CCSc1nnc(-c2ccc(O)cc2)o1)N1CCOCC1
4,98,3,-12,4,95,102,96,2,96,96,COc1ccc(C2=NN(C(=S)Nc3ccccc3)C(c3ccccc3)C2)cc1 (stereo not given)
-2,98,2,-7,-1,100,101,102,-2,104,100,COc1ccc(/C(N)=N/OC(=O)COc2ccccc2Cl)cc1
9,92,-6,-6,-9,96,96,93,1,93,96,Cc1sc2nc(C3CC3)nc(SCC(=O)N3CCc4ccccc4C3)c2c1C
1,97,-3,0,2,107,101,100,0,98,101,Cc1cc(N2CCCC2=O)ccc1S(=O)(=O)Nc1c(C)nn(C)c1C
0,97,0,1,2,96,102,97,0,99,96,O=S(=O)(c1ccc(F)cc1)N1CCN(C(=S)NCc2ccccc2)CC1
-5,94,-4,-4,0,96,96,95,-3,91,95,Cc1cccc(C)c1NC(=O)COC(=O)c1ccc([N+](=O)[O-])o1
0,96,1,-5,0,102,98,100,0,104,100,O=C1CSC(=Nc2ccc(O)cc2)N1c1ccc(O)cc1
-2,94,-5,-5,-1,106,98,99,-2,100,99,Cc1ccc(-n2ncc3c(NNC(=O)c4ccco4)ncnc32)c(C)c1
2,96,0,-3,-6,98,99,99,0,99,101,CC(=O)c1nc(N2C(=O)CC(Cc3cccc(C)c3)C2=O)sc1C (stereo not given)
-11,102,0,-9,-6,94,100,100,-2,100,101,Cc1[nH]c2ccccc2c1C(=O)CSC(=S)N(C)C
-2,95,-2,-2,-4,100,98,97,0,98,97,Cc1cccc(NC(=O)c2sc(NC(=O)c3ccco3)c(C#N)c2C)c1C
-2,97,2,-1,3,96,101,100,-2,100,98,Cc1ccc(OCCCn2ccnc2)c([N+](=O)[O-])c1
-2,101,-14,-8,-6,103,108,103,-4,106,104,CC1(C)OC(=O)N(c2ccccn2)C1(C)O (stereo not given)
0,u,0,1,-2,u,u,u,-1,u,u,Cc1ccc(S(=O)(=O)N2CCC(C(=O)Nc3nnc(C45CC6CC(CC(C6)C4)C5)s3)CC2)cc1
-5,99,-1,-1,-1,101,102,99,-1,101,100,O=C(CCn1c(=O)[nH]c2ccccc2c1=O)N1CCN(c2cccc(C(F)(F)F)c2)CC1
-2,94,-4,-1,-3,105,98,99,1,97,99,COc1ccc(CCNC(=O)COC(=O)C2CC2)cc1
0,100,-3,-3,-3,98,100,99,3,99,100,Cc1ccc(N2CCN(CC(=O)Nc3c(C(=O)C4CC4)oc4ccccc34)CC2)cc1
-1,98,-10,-10,-9,99,105,99,1,101,99,COc1ccc(CNC(=O)COC(=O)c2cc(-c3cccs3)nc3ccccc23)cc1OC
0,97,2,2,0,88,100,95,0,97,95,O=S(=O)(CCc1ccccc1)N1CCOCC1
1,100,-9,-7,-3,103,106,103,2,102,102,Cc1nn2c(=O)cc(COC(=O)c3ccc(S(=O)(=O)N4CCCCC4)cc3)nc2s1
5,97,-12,-9,-7,101,100,97,0,101,101,COn1c(SCC(N)=O)nc2ccccc2c1=O
4,100,7,-28,-4,101,104,96,4,99,99,C=CCNC(=S)Nc1cc(C)ccn1
-10,91,-9,-6,-8,104,96,99,-7,94,96,CCN(Cc1ccccc1)C1CCN(Cc2ccc(SC)cc2)CC1
-8,97,-3,-7,-6,98,98,97,-6,96,98,CC(C)COP(=O)(OCC(C)C)C(Nc1ccccc1)c1ccc(F)cc1 (stereo not given)
-2,97,-7,-3,-4,88,90,90,-2,94,90,O=C(c1ccc(CNc2c(N3CCCC3)c(=O)c2=O)cc1)N1CCc2ccccc2C1
0,94,-2,-1,0,94,95,95,-2,100,97,COc1ccc(Oc2ccccc2/C=C/C(=O)O)cc1
-3,98,-1,-2,0,105,100,98,-3,97,94,CCCCn1c(N)c(N2CCOCC2)c(=O)n(CC(=O)NCCc2ccccc2)c1=O
-2,93,-6,-8,-4,102,98,98,-1,97,97,COc1ccc(C(=O)OCC(=O)Nc2nc3c(F)c(F)c(F)cc3s2)cc1OC
-11,101,-19,-15,-10,103,102,99,-4,102,100,Cc1ccc(NC(=S)NC(=O)/C=C/c2ccc(Cl)cc2)cc1
-1,102,0,-2,1,111,109,107,-2,103,105,CC(=O)c1sc(NC(=O)CCCOc2ccc(Cl)cc2)nc1C
0,97,-4,-3,-2,97,97,101,0,100,98,COc1cc(O)oc1C=Nc1ccc(C(=O)O)cc1
-1,95,-6,-5,-3,98,100,100,-1,100,98,Cc1ccc2[nH]c(=O)c(CN(CC3COCCO3)C(=O)Nc3ccccc3C)cc2c1 (stereo not given)
0,103,-7,-4,-2,103,109,103,6,105,105,COc1ccc(NC(=O)Nc2ccc(OCC(=O)N3CCOCC3)cc2)cc1OC
-1,97,0,1,0,100,101,98,0,99,100,Cc1nc(CC(=O)NNS(=O)(=O)c2ccc(F)c(Cl)c2)cs1
-4,94,0,0,0,96,94,91,-3,88,96,COC(=O)c1cc(C(=O)Nc2nnc(C3CC3)s2)cc([N+](=O)[O-])c1
-1,92,-1,0,-2,91,94,91,0,88,89,CC1Oc2ccccc2N(Cc2ccccc2F)C1=O (stereo not given)
-4,97,-6,-6,-2,105,100,101,-5,96,99,Cn1ncc2c(N3CCC(Cc4ccccc4)CC3)ncnc21
-4,100,0,-11,2,106,108,99,-4,99,100,O=C(NC1(C(F)(F)F)N=C(c2ccccc2)NC1=O)c1ccccc1 (stereo not given)
-3,95,-12,-6,-6,95,94,94,0,95,96,CCOC(=O)CC(=O)CSc1nc(N)c(C#N)c(-c2ccc(F)cc2)c1C#N
-2,97,-2,-4,-4,98,102,101,-2,106,99,O=[N+]([O-])c1cccc(-c2nc(-c3ccncc3)no2)c1
3,98,-1,0,-1,103,99,100,2,100,100,Cc1ccc(NC(=O)Cn2nc([N+](=O)[O-])c(Br)c2C)cc1C
-1,100,-8,-4,-8,100,103,97,1,103,100,CN(C)CCNC(=O)COc1cccc(Cl)c1
-8,100,-2,-1,-6,97,104,100,-5,104,100,Nc1c(-c2ccccc2)c(CN2CCOCC2)nn1-c1ccc(F)cc1
-1,97,-4,-1,0,96,106,102,-4,104,101,O=C(c1ccc2c(=O)n(C3CCCC3)c(=S)[nH]c2c1)N1CCN(C2CCCCC2)CC1
-5,95,-14,-6,-9,99,102,100,-2,99,99,Cc1ccccc1-c1nc(CS(=O)(=O)CC(=O)N2CCc3ccccc3C2)c(C)o1

Three entries picked at random from the list so far:
Bim-Bcl-XL,Rac1 mut GTP,Bim-Bfl-1,Bcl-B Bim block,Bcl-2 Bim block,Rab7 wt GTP bind,Rac1 wt modul,Rab2A wt mod,Bim-Bcl-W,Cdc42 wt GTP,HRas wt GTP,Structure
-3,98,-1,-2,0,105,100,98,-3,97,94,CCCCn1c(N)c(N2CCOCC2)c(=O)n(CC(=O)NCCc2ccccc2)c1=O
0,103,-7,-4,-2,103,109,103,6,105,105,COc1ccc(NC(=O)Nc2ccc(OCC(=O)N3CCOCC3)cc2)cc1OC
3,98,-1,0,-1,103,99,100,2,100,100,Cc1ccc(NC(=O)Cn2nc([N+](=O)[O-])c(Br)c2C)cc1C

Going on with the list.
Bim-Bcl-XL,Rac1 mut GTP,Bim-Bfl-1,Bcl-B Bim block,Bcl-2 Bim block,Rab7 wt GTP bind,Rac1 wt modul,Rab2A wt mod,Bim-Bcl-W,Cdc42 wt GTP,HRas wt GTP,Structure
0,95,2,3,5,92,91,94,-1,89,93,CCS(=O)(=O)CCSc1nc2c(cc1C#N)CCCC2
-3,97,-2,0,0,100,99,98,0,99,100,COc1ccc(F)cc1S(=O)(=O)N1CCCN(S(=O)(=O)c2cc(F)ccc2OC)CC1
-4,98,-16,-4,-6,102,104,102,0,102,101,COC(=O)[C@@H](NC(=O)NCc1cccs1)C(C)C
0,90,4,2,0,99,91,94,0,94,95,CC(=O)Nc1ccc(CN2CCCC(CCC(=O)NCc3ccccc3F)C2)cc1 (stereo not given)
4,101,-13,-5,-9,97,108,100,1,106,101,CC(=O)Nc1c(C(=O)N2CCCCCC2)cnn1-c1ccccc1
0,95,2,-3,-1,94,91,95,-1,93,92,Cc1c(C(=O)O)sc2nc3n(c(=O)c12)CCC3
-5,96,-7,-9,-3,106,98,100,-5,97,99,COc1ccc(CN2CCCC(C(=O)c3ccc(SC)cc3)C2)cc1Cn1cccn1 (stereo not given)
-2,102,0,0,1,102,103,99,0,104,100,COc1ccccc1OCc1ccc(C(=O)N2CCN(C)CC2)o1
-3,94,-6,-3,-4,98,90,98,-5,93,96,COc1ccccc1C(=O)NC(=O)CSc1cccc[n+]1[O-]
-10,100,-15,-12,-10,100,101,100,-5,99,99,FC(F)(F)c1cccc(NC(=S)NC(c2ccccc2)c2ccccc2)c1
-1,93,-1,-9,0,109,100,102,0,95,100,CC1CCCN(CCCOc2ccccc2-c2ccccc2)C1 (stereo not given)

Bioassay records deposited in PubChem BioAssay by NMMLSC.

Outcome played no part in choosing rows; 0.62% or so of the library scored in one or more.
